GLP-1R agonist – activates the human GLP-1 receptor | P43220 | HEK293 GLP-1R CRE-luciferase, luminescence, 4-6 h; cells express a hypersensitive GLP-1R form | Potency, µM (highest dose often 45.6 µM), for the others: at the top dose activation, most hits filed as activators | hit rate 0.007% among 380,000 | AID 624172; also: % of control where 0% means no effect
Target sequence (P43220 whole entry, looked up): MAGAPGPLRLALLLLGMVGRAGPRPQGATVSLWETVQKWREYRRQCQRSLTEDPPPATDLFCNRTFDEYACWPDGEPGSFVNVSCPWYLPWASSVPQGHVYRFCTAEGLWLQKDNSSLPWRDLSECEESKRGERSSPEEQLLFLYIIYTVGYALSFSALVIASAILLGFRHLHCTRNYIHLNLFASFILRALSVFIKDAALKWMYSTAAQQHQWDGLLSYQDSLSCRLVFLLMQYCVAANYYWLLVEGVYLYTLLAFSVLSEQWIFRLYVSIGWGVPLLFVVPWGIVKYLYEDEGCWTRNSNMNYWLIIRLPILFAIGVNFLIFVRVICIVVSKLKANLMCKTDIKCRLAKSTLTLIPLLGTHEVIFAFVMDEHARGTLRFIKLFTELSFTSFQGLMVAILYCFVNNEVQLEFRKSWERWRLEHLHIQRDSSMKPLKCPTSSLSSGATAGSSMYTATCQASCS
GLP1R cytotox – cytotoxicity in counter-screen for GLP-1R inverse agonists | HEK293 cAMP-luciferase reporter cells, luminescence, 24 h | Potency, µM (series often up to 38.3 µM), for the others: at the highest dose activity change, negative = inhibition, usual class: inhibitors | hit rate 0.13% among 410,000 | AID 624418;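 also: loss of luciferase light is scored as toxicity; % is scaled to controls: 0 for no effect and ±100 for the full control effect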
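Cells in DMEM/10% Nu serum/1% pen-strep, 1536-well format. Pre-incubated 12 h, dosed with 23 nL compound, incubated a further 24 h. Luciferase detection, 12 min at room temp, luminescence.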
SW480 rereplic – inducers of DNA re-replication in SW480 colon cancer cells; Potency, µM (series often up to 46.1 µM), inactives show at the highest dose re-replication activation, usual class: activators; hit rate 1.8% among 340,000; SW480 DNA re-replication, Hoechst DNA content imaging, 48 h; also: % of control where 0% means no effect; nearly all actives have a fitted effect of over 55% in size
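SW480 cells exposed to compounds for 48 hr at 37 C, 5% CO2, then Hoechst-stained 40 min. Nuclear DNA content imaged by fluorescence scanning (405 nm excitation, 500-530 nm emission); re-replication scored as increased high-intensity nuclei.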
HT1080 IDH1KD tx – toxicity to HT-1080 IDH1 knockdown cells (counter line) | Potency, µM (titrated, usually from 46.1 µM), inactives show at the highest dose activity, negative = toxicity, hits mostly cytotoxic | hit rate 2% among 360,000 | AID 686971 | HT-1080 IDH1 knockdown viability, ATP luminescence, 48 h;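 also: 0% = DMSO wells and -100% = cell-free medium wells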
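After a 2 h attachment period, IDH1KD HT-1080 cells took pin-transferred compound for 48 h at 37 °C; ATP-based luminescence after 10 min room-temperature reagent incubation reported viability.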
KB-3-1 cytotox – kills parental KB-3-1 adenocarcinoma cells; hit rate 1.4% among 400,000; Potency, µM (titrated, usually from 46.1 µM), for the others: at the highest dose activity change, negative = cytotoxic, most hits filed as cytotoxic; KB-3-1 viability, CellTiter-Glo ATP luminescence, 72 h; AID 1347075; also: % is scaled to controls: 0 for no effect and ±100 for the full control effect; nearly all actives have a fitted effect of over 60% in size
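KB-3-1 cells, DMEM (no phenol red) + 10% FBS; compound by pin transfer, 72 h, 37 °C. Readout: CellTiter-Glo luminescence after 10 min. Data normalized, curve-fitted.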
GLP1R inv ag – acts as inverse agonist at human GLP-1 receptor; P43220; HEK293 GLP-1R CRE-luciferase, luminescence, 24 h; GLP-1R form is constitutively active; hit rate 1.6% among 410,000; Potency, µM (top dose mostly 38.3 µM), for the others: top-dose activity change, negative = inhibition, actives largely listed as inhibitors; also: % is scaled to controls: 0 for no effect and ±100 for the full control effect; nearly all actives have a fitted effect of over 55% in size
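GLP-1R inverse agonism mode: basal reporter luminescence in engineered HEK293 cells measured after one day of compound exposure at 37 deg C, with a 12 min room-temperature detection step.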
HT1080-NT tox – kills 2HG-producing HT-1080-NT fibrosarcoma cells; HT-1080-NT fibrosarcoma viability, CellTiter-Glo ATP luminescence, 48 h; Potency, µM (series often up to 46.1 µM), without a hit: at the highest dose activity, negative = less viability, usual class: cytotoxic; hit rate 1.6% among 360,000; AID 686970;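 also: NT is the 2HG producing partner of a matched IDH1 knockdown line; 0% = DMSO-treated cells and -100% = media-only wells without cells; nearly all actives have a fitted effect of over 55% in size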
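Read-out is CellTiter-Glo luminescence after 10 minutes at room temperature, following 48 hours' compound treatment of HT-1080-NT cells (750 cells/well, RPMI, 5% FBS, 37 degrees C).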
TDP43 rescue – rescues yeast growth from TDP-43 toxicity | Potency, µM (highest dose often 46.1 µM), for the others: at the highest dose growth rescue (activation), actives largely listed as activators | TDP-43 expressing yeast growth rescue, BacTiter-Glo, 24 h | hit rate 1.8% among 410,000 | AID 652104; also: % of control where 0% means no effect; nearly all actives have a fitted effect of over 50% in size
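Galactose-induced TDP-43 yeast, OD600=0.02, compound pinned; 24 hr, 30 deg C; BacTiter-Glo luminescence for growth. Inhibitors of TDP-43 toxicity read as activators.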
KB-V1 cytotox – kills drug-selected multidrug resistant KB-V1 cells; KB-V1 MDR cells viability, CellTiter-Glo, 72 h; hit rate 3.4% among 400,000; Potency, µM (doses to about 46.1 µM), for inactives: at the highest dose activity change, negative = cytotoxicity, usual class: cytotoxic; AID 1347076; also: % is scaled to controls: 0 for no effect and ±100 for the full control effect; nearly all actives have a fitted effect of over 60% in size
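Luminescent ATP read-out (CellTiter-Glo, 10 min) measures survival of drug-selected KB-V1 MDR cells after 72 h, 37 degrees C compound exposure. Medium: phenol-red-free DMEM, 10% FBS. Values from fitted concentration-response curves.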
Starred values were filed as active, the others as inactive; ? = inconclusive; / = no result given; & = joins results of further samples; [ ] = another dose, or the depositor's remark. Calls follow the shape of the dose curve; as a rule, active = well fitted curve in the direction sought with a large enough effect; inconclusive = small, poorly fitted or top-dose-only effect, or another doubt; inactive = no such curve, though single readings can be large; an effect the other way counts as inactive or inconclusive. Potency is read from the fitted curve at half-maximal effect.

SMILES | GLP-1R agonist | GLP1R cytotox | SW480 rereplic | HT1080 IDH1KD tx | KB-3-1 cytotox | GLP1R inv ag | HT1080-NT tox | TDP43 rescue | KB-V1 cytotox
CCCOc1ccccc1C1NC(=O)NC(C)=C1C(=O)OCCOC(C)C (stereo not given) | -2% | ? | -2% | -4% | 2% | -13% | 0% | -17% | ?
Cc1noc(C)c1COC(=O)COc1ccc2c(C)cc(=O)oc2c1 | 16% | -21% | -2% | -5% | 14% | 2% | -9% | 18% | 4%
CNC(=O)COC(=O)c1ccccc1Oc1ccccc1 | 12% | 8% | -7% | -3% | -2% | 7% | -2% | 18% | 0%
CC1(C)S[C@@H]2C(C(=O)OCc3ccccc3)NC(=O)N2C1C(=O)OCc1ccccc1 (stereo not given in full) | 8% | 5% | -7% | 10% | -5%&1% | -2% | 3% | 4% | 2%&1%
CCN1CCN(c2nc(N(C)c3ccccc3)nc(N)c2[N+](=O)[O-])CC1 | 5% | 7% | -132%[inhibitor] | -5% | 1% | -10% | -4% | -18% | -26%
CCOC(=O)c1ccc2c(c1)sc1nc(-c3ccc(OCC)cc3)cn12 | / | 1% | / | / | 7% | 15% | / | 23% | 4%
CCCCNC(=O)c1nc(-c2cccnc2)oc1-c1ccc(OC(F)(F)F)cc1 | / | 2% | / | -4% | 2% | 1% | 12% | -4% | -23%
CCN(CC)C1Oc2cc3c(cc2C(c2cccc(OC)c2O)C1C)OCO3 (stereo not given) | -2% | ? | ? | ? | ? | ? | ? | 22% | ?
COc1ccc(NC(=O)c2cccc3c(-c4ccc(OC)cc4C)coc23)cc1 | -7% | -12% | / | ? | -3% | ? | ? | 26% | -24%
O=c1c2c3c(sc2nc(NCCO)n1CCc1ccccc1)CCCCC3 | 10% | ? | ? | ? | ? | ? | -28% | 14µM* | ?
CCN(CC)S(=O)(=O)c1ccc(NC(=O)CCNC(=O)c2ccco2)cc1 | 9% | 3% | -8% | 2% | 0% | 10% | -2% | -10% | ?
CCOC(=O)N1CCN(C(=O)C2CCC(=O)N(Cc3ccccc3OC)C2)CC1 (stereo not given) | 3% | 4% | / | 10% | 0% | 2% | 5% | 13% | 11%
O=C(Nc1nc2ccccc2[nH]1)C1CCC1 | 0% | -27% | ? | ? | ? | -19% | ? | 10% | ?
CCN(C[C@H]1N[C@@](CC)(C(=O)OC)[C@H]2C(=O)N(Cc3ccccc3)C(=O)[C@@H]12)C(=O)Nc1ccc(C(F)(F)F)cc1 | -3% | 8% | 3% | 5% | 0% | -3% | 2% | 11% | -6%
O=C(NCc1ccco1)C(c1ccccc1)N(Cc1cccnc1)C(=O)Cn1nnc2ccccc21 (stereo not given) | -1% | 41%[activator] | -7% | 1% | -1% | 8% | 1% | 4% | -2%
O=c1[nH]cnc2c1sc1nc3c(c(-c4ccc(Cl)cc4)c12)CCC3 | 1% | 3% | -7% | 2% | 11% | 26% | 0% | 8% | ?
CC(C)CC(=O)Nc1ccc2ccccc2c1 | -1% | 1%[7.66 µM] | 1% | 19% | -1% | 8%[7.66 µM] | 10% | 16% | -21%
O=C(NCc1nc2ccccc2[nH]1)C1=C[C@H](c2ccccc2)C[C@H](OCc2ccc(CO)cc2)O1 | 6% | -9% | -1% | -5% | ? | -4% | -15% | 22% | 0%
Cc1csc(NC(=O)CSc2nnc(-c3ccccc3)o2)n1 | -2% | ? | -4% | 8% | -7% | -12% | 9% | -6% | ?
COc1ccc(Cl)cc1NC(=O)CN1CCc2ccccc2C1 | 18% | -11% | 15% | 9% | ? | ? | -12% | 19% | -9%
CC(Oc1cccnc1[N+](=O)[O-])C(=O)Nc1ccc(Cl)cn1 (stereo not given) | 15% | 14% | -5% | 2% | -7% | 72%[activator] | 18% | 14% | -12%
Nn1c(SCC(=O)NC(=O)NC2CCCC2)nnc1-c1ccccc1F | -5% | 3% | 1% | 0% | 13% | 0% | 6% | -11% | -2%
Clc1ccccc1CONc1ncnc2nonc12 | 0% | 5% | ? | -1% | -1% | -22% | -7% | -3% | -12%
CCCc1cc(=O)n2[nH]c(CCc3ccccc3)nc2n1 | -4% | -4% | -1% | 6% | 6% | 2% | 3% | 7% | 2%
COc1ccc(N(CC(=O)Nc2ccccc2C(=O)NCC(C)C)S(C)(=O)=O)cc1 | 16% | -21% | 18µM* | 0% | 12% | 2% | 8% | 3% | -3%
SMILES | GLP-1R agonist | GLP1R cytotox | SW480 rereplic | HT1080 IDH1KD tx | KB-3-1 cytotox | GLP1R inv ag | HT1080-NT tox | TDP43 rescue | KB-V1 cytotox
COc1cccc(/C=N/n2c(C3CCCCC3)n[nH]c2=S)c1O | 11% | -4% | -10% | 7% | 9% | -5% | -9% | 16% | 16%
CCn1cc(C(=O)NCc2ccc3c(c2)OCO3)c(=O)c2cc(F)c(N3CCN(C)CC3)cc21 | 8% | 3% | -2% | -5% | -12% | 8% | -16% | -2% | -6%
CCCC(=O)Nc1nnc(S(=O)(=O)N(CC(C)C)c2ccccc2)s1 | -2% | 0% | -1% | 23% | 0% | 7% | 5% | 9% | -5%
S=C(NCc1ccccn1)Nc1ccc(Br)cc1Cl | 6% | -9% | ? | -1% | -2% | -15% | 7% | 13µM* | -17%
COc1cccc(NC(=O)Cn2c(=O)n(Cc3nc(-c4ccccc4)no3)c(=O)c3ccccc32)c1 | / | -2% | / | / | -5% | 11% | / | 4% | -15%
c1ccc(N2CCN(c3nnc(Cc4cccnc4)c4ccccc34)CC2)nc1 | 5% | -14% | 10% | -26% | ? | 0% | -26% | -11% | ?
CC1=C(c2ccc(C)c(C)c2)S(=O)(=O)N=C1N1CCC(C(=O)NCc2ccc(C)o2)CC1 | / | -6% | / | / | 12% | -4% | / | 19% | 8%
CCOC(=O)N/N=C\c1ccc([N+](=O)[O-])s1 | 4% | 11%[7.66 µM] | ? | ? | ? | 29%[7.66 µM] | -17% | 5%[9.22 µM] | -7%
Cc1ccc(S(=O)(=O)N(C)CC(=O)OCC(=O)NCCN2C(=O)CSC2=O)cc1 | 9% | 4% | -9% | 0% | 11% | -6% | 21% | 4% | 2%
CSc1cccc(NS(=O)(=O)c2cccc3nsnc23)c1 | 1% | -12% | -2% | 1% | -13% | -2% | -1% | ? | -3%
COC(=O)c1ccccc1N(Cc1ccccc1)S(C)(=O)=O | -2% | 17% | -6% | 1% | 2% | -8% | 7% | 4% | 10%
Cc1cc(Cl)ccc1OCC(=O)N1CCCCC1 | 7% | -10% | -14% | 13% | 0% | -3% | 17% | 13% | -7%
CC(C)(O)C#Cc1ccc(N2C(c3ccsc3)=Cc3ccc(F)cc3C2c2c[nH]c3ccc(C#N)cc23)cc1 (stereo not given) | -3% | -11% | / | 23µM* | ? | ? | ? | 14% | ?
CCCCNS(=O)(=O)c1ccc2nc(-c3cccnc3)cc(C(=O)NCCC)c2c1 | / | 9% | / | / | 1% | 8% | / | 14% | 9%
Cc1cccc(S(=O)(=O)C(C#N)c2nc3ccccc3nc2N2CC(C)OC(C)C2)c1 (stereo not given) | 5% | 137%[activator] | -6% | -1%[9.24 µM] | ? | 10% | -27% | -17% | ?
NC(=O)CSc1nc2c(c(=O)n1-c1ccccc1)C1(CCCCC1)Cc1ccccc1-2 | 22% | 0% | 6% | 13µM* | ? | ? | ? | 8% | ?
O=C(NC(=S)NCc1ccccc1)c1cccc(Cl)c1 | 8% | ? | 3% | 1% | 1% | ? | 5% | 16µM* | -1%
Cc1nc2ccccc2nc1OCc1ccc([N+](=O)[O-])cc1 | 19% | 7% | -10% | -2% | ? | -3% | 20% | -9% | -7%
CCC(=O)N1CCc2cc(S(=O)(=O)NC(Cc3ccccc3)C(=O)Nc3nccs3)ccc21 (stereo not given) | -24% | 12% | -6%&-2% | 6% | -1% | 1% | -3% | -1% | -10%

Grouped by structure: the entries above containing a Cl atom
SMILES | GLP-1R agonist | GLP1R cytotox | SW480 rereplic | HT1080 IDH1KD tx | KB-3-1 cytotox | GLP1R inv ag | HT1080-NT tox | TDP43 rescue | KB-V1 cytotox
O=c1[nH]cnc2c1sc1nc3c(c(-c4ccc(Cl)cc4)c12)CCC3 | 1% | 3% | -7% | 2% | 11% | 26% | 0% | 8% | ?
COc1ccc(Cl)cc1NC(=O)CN1CCc2ccccc2C1 | 18% | -11% | 15% | 9% | ? | ? | -12% | 19% | -9%
CC(Oc1cccnc1[N+](=O)[O-])C(=O)Nc1ccc(Cl)cn1 (stereo not given) | 15% | 14% | -5% | 2% | -7% | 72%[activator] | 18% | 14% | -12%
Clc1ccccc1CONc1ncnc2nonc12 | 0% | 5% | ? | -1% | -1% | -22% | -7% | -3% | -12%
S=C(NCc1ccccn1)Nc1ccc(Br)cc1Cl | 6% | -9% | ? | -1% | -2% | -15% | 7% | 13µM* | -17%
Cc1cc(Cl)ccc1OCC(=O)N1CCCCC1 | 7% | -10% | -14% | 13% | 0% | -3% | 17% | 13% | -7%
O=C(NC(=S)NCc1ccccc1)c1cccc(Cl)c1 | 8% | ? | 3% | 1% | 1% | ? | 5% | 16µM* | -1%

Hits appear at their usual frequency; overall some 9.4% were active at least once.
